Screening data: PubChem, NMMLSC
Yeast superoxide: lowers age-related superoxide in aged yeast cells; superoxide response (% of plate mean), % at 10 µM; AID 2690; S. cerevisiae aged cells, superoxide DHE fluorescence; hits give low values; 330,000 compounds, 0.18% hits;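 active = superoxide response under a set limit, about three screen SD below normal, cut at about 65% in these data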;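 also: yeast aged for seven days with compound at 30 °C before DHE staining; 100% = average MFI of all compound-treated wells on the plate with controls excluded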
CIT2-GFP yeast: alters CIT2-GFP fluorescence in TOR pathway yeast screen; GFP response vs DMSO, % at 10 µM; AID 2029; S. cerevisiae CIT2-GFP strain, flow cytometry, 3 h; 100 means same as DMSO wells; 320,000 compounds, 0.065% hits;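 active = GFP response relative to DMSO above a set limit, near the screen mean plus 3 SD, cut at about 150% in these data; inconclusive = Fewer than 70 cells measured for a yeast strain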;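 also: ratio of well median GFP fluorescence to mean of DMSO wells on the plate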
LAP4 TOR yeast: yeast TOR pathway LAP4-GFP modulation. S. cerevisiae LAP4-GFP multiplex, flow cytometry GFP, 3 h; median GFP as percent of DMSO wells. GFP response vs DMSO, % at 10 µM. 320,000 compounds, 0.34% hits. AID 2023;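 active = GFP response vs DMSO above a set limit, about the screen mean plus 3 SD, cut at about 150% in these data; inconclusive = under 70 cell events counted for the yeast strain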
VLA-4 inh: inhibition in a human VLA-4 binding assay. P13612. VLA-4 expressing cells, ligand binding flow cytometry. 330,000 compounds, 0.2% hits. inhibition, % (about 7 µM as worked out from the volumes in the protocol); in the data active = inhibition above about 50%
AGP1 TOR yeast: modulators of TOR pathway AGP1-GFP in S. cerevisiae | GFP response vs DMSO, % at 10 µM | 320,000 compounds, 0.02% hits | S. cerevisiae AGP1-GFP multiplex flow cytometry, 3 h; GFP as percent of DMSO wells | AID 2066;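 active = GFP response relative to DMSO above a set limit, near screen average plus 3 SD, cut at about 150% in these data; inconclusive = fewer than 70 cells counted for the yeast strain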;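 also: median GFP channel fluorescence of the gated AGP1 strain per well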
RPL19A TOR yeast: alters RPL19A-GFP fluorescence in TOR pathway yeast screen; S. cerevisiae RPL19A-GFP strain, flow cytometry, 3 h; hits give low values; percent response vs DMSO, % at 10 µM; 330,000 compounds, 0.3% hits; AID 2025;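 active = percent response vs DMSO below 50%; inconclusive = fewer than 70 events counted for the yeast strain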;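 also: median channel GFP fluorescence of the barcoded RPL19A-GFP strain; ratio of sample median GFP to plate DMSO average so 100% = DMSO; lower means less RPL19A-GFP as with rapamycin TOR inhibition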
MEP2-GFP yeast: alters MEP2-GFP fluorescence in TOR pathway yeast screen. S. cerevisiae MEP2-GFP strain, flow cytometry GFP, 3 h; 100% = DMSO control level. GFP response vs DMSO, % at 10 µM. 330,000 compounds, 0.51% hits. AID 2016;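 active = GFP response versus DMSO above a set limit, roughly screen mean plus 3 SD, cut at about 180% in these data; inconclusive = fewer than 70 cells counted for a yeast strain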;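 also: median GFP fluorescence of the barcode-gated MEP2-GFP cells per well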
GRK2 aptamer HTS: human GRK2 inhibition via aptamer displacement | P25098 | bead flow cytometry, FAM-aptamer displacement from GRK2 | inhibition of aptamer binding, % at 10 µM | 330,000 compounds, 0.59% hits | AID 488847;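 active = inhibition of aptamer binding above 40%, roughly 3 SD of noise, on plates passing a quality check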;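 also: median bead fluorescence of bound FAM aptamer so fluorescent compounds give negative values; no value below 0 was filed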
Target sequence (P25098 whole entry, looked up): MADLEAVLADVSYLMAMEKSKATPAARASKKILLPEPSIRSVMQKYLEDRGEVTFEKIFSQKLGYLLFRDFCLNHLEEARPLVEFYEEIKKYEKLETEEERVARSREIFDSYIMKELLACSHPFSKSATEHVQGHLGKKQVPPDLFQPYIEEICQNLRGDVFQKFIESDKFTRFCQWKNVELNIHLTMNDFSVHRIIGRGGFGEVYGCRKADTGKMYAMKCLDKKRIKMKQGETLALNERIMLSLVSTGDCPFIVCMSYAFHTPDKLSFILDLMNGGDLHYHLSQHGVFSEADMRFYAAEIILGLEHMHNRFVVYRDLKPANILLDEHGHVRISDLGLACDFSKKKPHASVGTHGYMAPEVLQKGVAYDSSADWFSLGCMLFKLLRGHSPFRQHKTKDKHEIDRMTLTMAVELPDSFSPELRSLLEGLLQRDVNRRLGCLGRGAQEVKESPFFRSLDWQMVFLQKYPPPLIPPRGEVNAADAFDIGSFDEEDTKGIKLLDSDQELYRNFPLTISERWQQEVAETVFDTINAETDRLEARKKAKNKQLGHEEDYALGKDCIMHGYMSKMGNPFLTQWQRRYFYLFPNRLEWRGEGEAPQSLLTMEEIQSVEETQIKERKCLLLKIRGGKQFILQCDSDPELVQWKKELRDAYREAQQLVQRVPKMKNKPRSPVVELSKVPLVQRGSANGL
Active calls of the source: *; ? = inconclusive; · = no result given; [ ] = remark or other dose. A portion of the library; count on the stated rates, not on these rows.

SMILES	Yeast superoxide	CIT2-GFP yeast	LAP4 TOR yeast	VLA-4 inh	AGP1 TOR yeast	RPL19A TOR yeast	MEP2-GFP yeast	GRK2 aptamer HTS
CCN1/C(=C\C=C\C2=[N+](CC)c3ccccc3C2(C)C)C(C)(C)c2ccccc21	123	105	129	·	107	100	124	70*
COc1cc(CCN)ccc1O	103	96	93	3	98	104	96	0
O=C1C(=O)c2cccc3cccc1c23	112	124	85	15	110	108	125	2
Cc1ccc2c(c1)C1CN(C)CCC1N2C(=O)c1ccc(Br)o1 (stereo not given)	92	87	89	9	107	96	101	1
CCC[N+]12CCC(CC1)C(=C(c1ccccc1)c1ccccc1)C2	94	80	91	18	94	89	93	0
Cc1ccccc1OP(N)(=O)Oc1ccccc1C	113	87	84	3	?	92	?	52*
CCOc1ccccc1-n1c(O)c(C=NCCCn2ccnc2)c(=O)[nH]c1=O	94	100	111	25	113	101	95	1
NCCc1ccc(S(=O)(=O)F)cc1	94	87	133	-32	90	102	97	7
O=C1NC(=O)C(Sc2ccccc2[N+](=O)[O-])C(=O)N1	104	99	99	15	102	100	103	0
CCC(=O)N1c2ccc(S(=O)(=O)CCC(=O)N3CCC4(CC3)OCCO4)cc2CC1C (stereo not given)	118	94	94	-3	95	96	87	0
OCC#CC[N+]1(CC#Cc2ccccc2)CCOCC1	97	107	94	19	96	95	98	19
CN1C(=O)N(C)C(=O)C(CCc2ccncc2)(CCc2ccncc2)C1=O	88	93	86	-1	97	97	104	0
COc1ccc(-c2[nH]ncc2CNC(C)Cc2cccc(C)n2)cc1F (stereo not given)	101	101	106	7	102	99	103	0
C=CCn1c(O)c(/C(C)=N/N2CCN(C)CC2)c(=O)[nH]c1=O	107	97	97	7	87	96	98	3
CC1CCC/C=C/C2CC(O)CC2C(O)/C=C/C(=O)O1 (stereo not given)	107	93	90	-5	79	86	106	2
O=C1Nc2ccc(Br)cc2C(c2ccccc2)=NC1O (stereo not given)	107	104	94	13	105	107	107	0
CCOC(=O)c1c(N)n(Cc2ccco2)c2nc3ccccc3nc12	82	100	103	-2	98	103	105	3
CCOc1ccc(N2C(=O)CC(=O)NC2=O)cc1	102	103	97	-1	98	104	115	0
CCC1=Nc2cc(C(=O)N3CCC4(CC3)OCCO4)ccc2Sc2ccc(C)cc21	108	109	98	-13	105	105	102	1
O=[N+]([O-])c1ccc(-c2ccccc2)c([As](=O)(O)O)c1	97	102	98	-1	104	105	101	1
NC(=S)N/N=C/c1coc2ccccc2c1=O	109	100	89	-4	101	105	101	7
COc1ccc(OC)c(NC2=NCCS2)c1	113	102	95	6	99	106	100	2
Cc1ccc2[nH]c(C)c(CCNCc3cccnc3)c2c1	91	105	96	7	100	99	109	0
O=c1c2ccccc2nc(/C=C/c2ccccc2)n1-c1ccccc1O	101	83	99	42	95	97	88	0
O=C(N/N=C/c1c(O)n(Cc2ccccc2)c(=O)[nH]c1=O)c1ccncc1	108	92	111	-3	101	98	100	0
O=C(CCNC(=O)N1C[C@H]2C[C@@H](C1)c1cccc(=O)n1C2)Nc1cccc(Cl)c1	103	96	105	7	99	98	102	0
O=c1[nH]c(=O)n(CCC2=CCCCC2)c(O)c1/C=N/N1CCOCC1	78	?	91[may fluoresce violet]	-17	?	51[may fluoresce violet]	642*[may fluoresce violet]	1
c1ccc(C[n+]2ccccc2)cc1	99	103	113	-9	106	120	103	0
O=[N+]([O-])c1cccc(CCl)c1	111	107	91	-7	103	97	104	2
OC(c1ccccc1)(c1ccc(Cl)cc1)C1CN2CCC1CC2 (stereo not given)	98	102	106	10	105	100	107	0
CNC(C(=O)c1ccccc1)C(OC(C)C)c1ccc(Cl)cc1 (stereo not given)	96	106	103	6	101	100	104	0
CCn1ccnc1CN1CCCC(C(=O)c2cccc(C(F)(F)F)c2)C1 (stereo not given)	79	97	98	-3	101	101	101	0
CC(N)C(=O)OC(C)(C)Cc1ccc(Cl)cc1 (stereo not given)	96	92	107	-3	93	102	100	2
CCCCSP1(=S)NCCCO1 (stereo not given)	89	77	80	-6	82	90	87	0
CCN(CC)C(=O)c1ccc2c(c1)C1C=CCC1C(C(=O)O)N2 (stereo not given)	96	94	91	0	97	103	101	14
Cc1nn(Cc2ccccc2)c(C)c1C(=O)NC1CCCc2ccccc21 (stereo not given)	130	94	94	23	94	94	106	1
Nc1nonc1C(=O)N/N=C/c1ccc([N+](=O)[O-])o1	91	107	98	3	106	106	107	4
CCN(CC)c1ccc(CNCCc2ccc(F)cc2)cc1	92	103	96	-4	106	101	107	0
NP(=O)(OCC(F)(F)F)Oc1cccc2ccccc12 (stereo not given)	97	95	103	7	98	102	96	0
O=C(O)C12C3CCCC1C32c1ccccc1 (stereo not given)	98	97	95	13	100	98	103	1
COc1ccc(CN2CCN(c3ccccc3)CC2)c(C)c1C	95	86	100	6	97	98	101	1
Cc1ccc(-n2c(O)c(C=NCCN(C)C)c(=O)[nH]c2=O)cc1	100	110	92	4	101	108	111	9
COC1=C(C)C(=O)O[C@]12C(=O)C(C)=C1CCCCN3[C@H]([C@@H]4C[C@H](C)C(=O)O4)CC[C@]132	104	106	106	0	111	101	97	0
O=C1NC(=O)C(C/C=C/c2ccccc2)C(=O)N1	85	118	102	1	103	102	95	1
Cc1nn(Cc2ccccc2Cl)c(Cl)c1C(=O)OCC(=O)NC(=O)NC1CCCCC1	102	97	101	·	103	102	104	1
Cc1cccc(-n2c(O)c(/C=N/N3CCOCC3)c(=O)[nH]c2=S)c1	108	99	91	31	96	100	101	0
O=C(O)COc1ccccc1	131	89	104	10	101	105	98	0
N/C(=N\[N+](=O)[O-])N1CCN(C(=O)Oc2ccccc2)CC1	101	105	105	-2	110	104	104	3
CC(C(N)=O)N1CC(c2ccc(Cl)cc2)CC1=O (stereo not given)	98	103	93	12	97	96	100	50*
CC(=O)Nc1ccc(OCCF)cc1	137	102	101	-14	103	100	100	2
COc1ccc(C2(C#N)CCN(C)CC2)cc1	114	102	83	11	93	102	98	1
CCCCn1c(O)c(/C=N/NC(=O)c2ccncc2)c(=O)[nH]c1=S	104	105	99	-1	104	101	105	4
Cc1c(C)c2ccc(OCC(=O)N3CCC(C(=O)O)(c4ccccc4)CC3)c(C)c2oc1=O	108	88	98	24	97	94	100	0
O=C1CN=C(c2ccccc2)c2c(sc3c2CCCC3)N1	102	102	103	10	96	105	97	3
Cc1cccc(-n2c(C)nc3ccccc3c2=O)n1	105	98	95	-5	95	99	96	1
CC(=NCCCn1ccnc1)c1c(O)n(C)c(=O)n(C)c1=O	78	109	117	5	104	105	107	1
Cc1nn(CCC#N)c2c1P(=S)(N1CCCC1)OC(c1ccc(F)cc1)=N2 (stereo not given)	115	110	109	18	115	104	108	0
N#Cc1ccccc1Cn1cc(C(=O)c2ccccc2F)c2ccccc21	104	83	96	0	93	94	90	0
CCOc1cc(C2NCc3ccccc3-n3cccc32)ccc1OC (stereo not given)	98	110	94	12	99	103	102	0
FC(F)(F)C1=NC(C(F)(F)F)=NP(N2CCOCC2)(N2CCOCC2)=N1	81	96	100	1	101	102	109	3

By substructure, the compounds so far with a COOH group
SMILES	Yeast superoxide	CIT2-GFP yeast	LAP4 TOR yeast	VLA-4 inh	AGP1 TOR yeast	RPL19A TOR yeast	MEP2-GFP yeast	GRK2 aptamer HTS
CCN(CC)C(=O)c1ccc2c(c1)C1C=CCC1C(C(=O)O)N2 (stereo not given)	96	94	91	0	97	103	101	14
O=C(O)C12C3CCCC1C32c1ccccc1 (stereo not given)	98	97	95	13	100	98	103	1
O=C(O)COc1ccccc1	131	89	104	10	101	105	98	0
Cc1c(C)c2ccc(OCC(=O)N3CCC(C(=O)O)(c4ccccc4)CC3)c(C)c2oc1=O	108	88	98	24	97	94	100	0

Following part:
SMILES	Yeast superoxide	CIT2-GFP yeast	LAP4 TOR yeast	VLA-4 inh	AGP1 TOR yeast	RPL19A TOR yeast	MEP2-GFP yeast	GRK2 aptamer HTS
COC(=O)C1=C(c2ccc(Cl)c(C(F)(F)F)c2)C[C@@H]2CC[C@H]1N2C(=O)NCC1CC1	101	103	102	3	102	97	99	0
O=C1C=CC(=O)C=C1	99	105	102	-9	111	107	105	11
CC(C)C(=O)N1CCN(CCN=Cc2c(O)n(C)c(=O)n(C)c2=O)CC1	104	99	109	-3	100	103	111	3
CCCCP(=O)(O)c1ccccc1	93	·	120	6	110	111	109	10
COc1c(C)cc(C(=O)C2CCCN(C3CCOCC3)C2)cc1C (stereo not given)	90	98	104	8	107	104	98	2
CC(ON1CC1(C(F)(F)F)C(F)(F)F)(C(N)=O)C(N)=O (stereo not given)	93	96	104	7	102	104	106	5
CN1C(=O)C(=Cc2ccc(Sc3ccccc3)o2)C(=O)N(C)C1=S	101	83	176*	23	78	74	99	4
COc1ccc(CC(=O)Nc2ccc(C#N)c(Cl)c2)cc1S(=O)(=O)N1CCOCC1	109	106	106	-2	108	107	108	0
CN1C(=O)N(C)C(=O)C2(Cc3cc([N+](=O)[O-])ccc3N3CCN(C(=O)c4ccccc4)CC32)C1=O (stereo not given)	89	94	83	-4	89	92	101	0
O=C(O)C(Cc1cnc[nH]1)NS(=O)(=O)c1ccc(Cl)cc1 (stereo not given)	92	100	94	5	100	102	101	0
CCOc1ccc2oc(C(=O)NN3C(C)CCCC3C)c(C)c2c1 (stereo not given)	101	103	111	-11	107	104	108	0
C=C(Cl)CSC(=S)N(CC)CC	115	92	94	4	95	96	94	0
Nc1nnc(CCN2CCCCC2)s1	125	93	90	-1	91	92	95	0
CCOCCCn1c(N)c(C(=O)Nc2sc3c(c2C(=O)OC)CCCC3)c2nc3ccccc3nc21	96	95	117	21	96	96	99	0
C=C(c1ccccc1)P(=O)(O)O	106	98	87	9	88	95	104	4
CCN1CCC2(CCNC2)C1 (stereo not given)	101	98	90	0	101	95	97	0
CCCCS(=O)(=O)N1CCN(C(=N)N[N+](=O)[O-])CC1	111	93	96	10	99	98	100	1
CCOc1ccccc1N=C1SCCCN1C	92	106	99	3	110	105	95	5
Cn1cc(/C=C2\C(=O)NC(=O)N(c3ccccc3)C2=O)c2ccccc21	90	107	88	6	102	107	106	0
O=C(CCC(=O)N1C[C@H]2C[C@@H](C1)c1cccc(=O)n1C2)NCc1ccc(F)cc1	90	85	103	11	103	98	95	1
CCCCOc1ccc(CC2C(=O)N(C)C(=O)N(C)C2=O)cc1	129	91	118	-3	96	102	106	0
COc1ccc(CN2CCCC(C(=O)c3ccc(Cl)cc3)C2)c(O)c1 (stereo not given)	102	100	89	21	100	102	97	0
COc1ccc2oc3c(c2c1)NC(=O)CN=C3c1ccccc1	95	95	106	2	100	94	94	2
CCC1(c2ccccc2)C(=O)N(C)C(=O)N(C)C1=O	101	99	104	-2	94	95	103	1
Cc1ccc(N2C(=O)NC(=O)/C(=C\c3cc(C)n(-c4cc(C(=O)O)cc(C(=O)O)c4)c3C)C2=O)cc1	105	112	96	-5	107	98	104	5
Cc1ccc(OCC(=O)N2CCN(CC3CC4C=CC3C4)CC2)cc1 (stereo not given)	97	100	101	-5	100	101	96	0
Nc1ccccc1N=Cc1c(O)n(CCC2=CCCCC2)c(=O)[nH]c1=O	96	93	85	9	108	100	92	0
CCCOP(=O)(O)c1c([N+](=O)[O-])cc(C(F)(F)F)cc1[N+](=O)[O-] (tested in a mixture with another compound)	99	95	91	17	101	97	98	0
